# Compound activity deposited in PubChem by several laboratories.
# NSD2 HMT inh: blocks human histone methyltransferase NSD2; NSD2 peptide methylation, AlphaScreen, 120 min; inhibition, % at 12.5 µM; 310,000 compounds, 0.54% hits; in the data active means inhibition above about 50%
# SR-BI DiI-HDL act: enhances SR-BI lipid uptake from DiI-HDL. activation, % at 12.5 µM. CHO ldlA[mSR-BI] cells, DiI-HDL uptake fluorescence, 3 h; 100 = double the neutral-control signal. AID 504775. 320,000 compounds, 0.096% hits;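 active means mean replicate activation of at least 60% and every replicate at or above 60%; inconclusive means mean or all-replicate condition met, but not both; inactive means mean below 60% and not all replicates reaching 60%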;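 further: 0% = median plate neutral-control signal and 100% = twice that signal; values of inactives mirror those of a sister screen read the other way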
#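 System: LDL receptor-deficient CHO ldlA cells overexpressing murine SR-BI | Timing: 3 h uptake period with compound, 37 °C | Medium: HEPES-buffered (25 mM, pH 7.4) F12 plus 0.5% BSA | Dosing: Single-point compound dose | Signal: Bottom-read fluorescence, 550/595 nm | Read-out: Retained DiI signal reflecting DiI-HDL uptake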
# CDK5 inh: inhibitors of human CDK5/p35 kinase. 330,000 compounds, 0.01% hits. Q00535+Q15078. inhibition, % at 10 µM. Recombinant CDK5/p35, ADP-Glo luminescence, 60 min. AID 488839;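 active means highest replicate inhibition of at least 50% and at least 75% of replicates reaching 50%; inconclusive means only one of the two criteria met; inactive means both criteria failed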;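 further: plate controls were DMSO neutral control for no effect and GW8510 at 10 µM for full effect; many of its hits are not listed in these tables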
# Pemphigus Ab inh: human desmoglein-3 autoantibody binding inhibition. 310,000 compounds, 0.48% hits. P32926. AID 588358. DSG3-coupled beads, scFv-anti-DSG3-GFP binding, flow cytometry; active compounds read low. binding (percent of control), % at 10 µM;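 active means binding more than 3 SD below its plate's average and above zero; inconclusive means below that plate limit but binding exactly zero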;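 further: hits lower antibody fragment binding to DSG3; some compounds called inactive have numbers as strong as hits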
# dFosB act: enhances mouse delta FosB homodimer DNA binding; P13346; purified delta FosB, TAMRA-CDK5 oligo fluorescence polarization; percent of positive-control signal above neutral wells; activation, % at 25 µM; 340,000 compounds, 0.99% hits;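 active means mean activation above about 17%, with every replicate also reaching it, limit read from the data, passing the limit was not always enough; inconclusive means only one of the two conditions met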;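 further: fluorescence polarization rise as delta FosB binds a TAMRA Cdk5 AP-1 oligo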
# Target sequence (P13346 whole entry, looked up): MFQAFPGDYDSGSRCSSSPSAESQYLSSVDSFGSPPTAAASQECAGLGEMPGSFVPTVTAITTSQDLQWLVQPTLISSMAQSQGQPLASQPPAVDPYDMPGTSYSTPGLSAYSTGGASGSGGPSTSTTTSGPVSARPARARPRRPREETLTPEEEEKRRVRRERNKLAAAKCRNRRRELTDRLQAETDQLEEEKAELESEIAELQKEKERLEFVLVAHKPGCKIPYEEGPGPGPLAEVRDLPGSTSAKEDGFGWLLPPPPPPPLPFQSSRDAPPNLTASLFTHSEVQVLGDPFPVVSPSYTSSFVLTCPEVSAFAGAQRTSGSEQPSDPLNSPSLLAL
# Mot1-301 SUMO: inhibitors of SUMOylation pathway: yeast Mot1-301 growth rescue; S. cerevisiae Mot1-301 growth rescue, ATP luminescence, 38.5C; percent above DMSO median, 100 means doubled; 320,000 compounds, 1% hits; growth rescue, % at 18.8 µM;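 active means every valid replicate shows activation above 250% relative to neutral control wells; inactive means the rest, any valid replicate at or below 250%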;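 further: OY570 slx delta 5 strain wells were the positive control but not used for scaling; some compounds called inactive have numbers as strong as hits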
# SR-BI DiI inh: blocks mouse SR-BI lipid uptake from DiI-HDL | Q61009 | 320,000 compounds, 0.96% hits | AID 488896 | ldlA[mSR-BI] CHO cells, DiI-HDL uptake fluorescence, 3 h | inhibition, % at 12.5 µM;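 active means mean replicate inhibition of at least 70% and a set share of replicates each scoring 70 or more; inconclusive means meets just one of the two criteria; inactive means fails both criteria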;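 further: 0% = median of neutral control wells and 100% = median of positive control wells; values of inactives mirror those of a sister screen read the other way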
# MITF act: MITF TRPM1 promoter activation in melanoma cells; SK-MEL-5 TRPM1-promoter luciferase, 24 h; % of positive control, neutral wells = 0; activation, % at 12.5 µM; 300,000 compounds, 0.75% hits;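 active means mean activation of at least 80% with every replicate also reaching 80%; inconclusive means mean reaches 80% but some replicate falls short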;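 further: 0% = neutral control wells and 100% = parthenolide positive control wells; values of inactives mirror those of a sister screen read the other way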
# PKA-R2B activ: PKA-R2B complex activation | P22694+P31323 | PKA-R2B holoenzyme dissociation, Cy5-IP20 fluorescence polarization; R2B truncated from residue 108, S112A mutant; 0% DMSO only, 100% 113 µM cGMP | activation, % at 11.4 µM | 340,000 compounds, 0.079% hits;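 active means activation above a cutoff set at the mean over all compounds plus 3 SD, cut at about 18% in these data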;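 further: higher means more holoenzyme dissociation and a rise in polarization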
# Target sequence (P31323 whole entry, looked up, other chains not shown, the tested form may be a part): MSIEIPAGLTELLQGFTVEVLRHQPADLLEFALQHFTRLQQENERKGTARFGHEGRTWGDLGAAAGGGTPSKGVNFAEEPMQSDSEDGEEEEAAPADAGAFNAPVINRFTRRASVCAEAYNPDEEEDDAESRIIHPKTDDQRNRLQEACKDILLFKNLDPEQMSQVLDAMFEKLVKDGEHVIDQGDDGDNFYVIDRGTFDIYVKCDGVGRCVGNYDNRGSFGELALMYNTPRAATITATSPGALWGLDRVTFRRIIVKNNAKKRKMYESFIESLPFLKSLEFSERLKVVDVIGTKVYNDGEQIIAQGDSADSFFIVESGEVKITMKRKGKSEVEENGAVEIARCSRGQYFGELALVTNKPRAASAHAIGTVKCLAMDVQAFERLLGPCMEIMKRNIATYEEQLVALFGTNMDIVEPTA
# Arr AP2 block: human beta-arrestin and AP2 interaction inhibition | inhibition, % at 10 µM | 340,000 compounds, 0.31% hits | FITC-arrestin peptide / GST-AP2 beads, flow cytometry; AP2 beta2 appendage carries R879A mutation;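 active means inhibition above a set limit, near 3 SD of compounds lacking own fluorescence, cut at about 54% in these data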;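 further: plate controls were DMSO wells for no effect and 5 µM unlabelled arrestin peptide for full effect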
#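 System: GST-AP2 R879A glutathione beads. Medium: PBS with 0.05% Tween 20 and 0.1% BSA. Also added: FITC-arrestin peptide, 50 nM. Incubation: 12 min plus 1 h, RT. Measured by: high-throughput flow cytometry of beads, ex 488, em 535 nm. Evaluation: percent drop in bead-associated FITC signal.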
# PKA-R1A activ: activates the PKA-R1A holoenzyme complex; PKA-R1A dissociation, Cy5-IP20 fluorescence polarization; scaled: DMSO 0%, 113 µM cGMP 100%; activation, % at 11.4 µM; 340,000 compounds, 0.083% hits; AID 504707; P00514+P68181;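 active means percent activation above the mean of all tested compounds plus 3 SD, cut at about 19% in these data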;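 further: higher means more PKAc released from R1A so a rise in polarization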
# Starred values were filed as active, the others as inactive; ? = inconclusive; / = no result given; + = active, no number; & = joins results of further samples.
SMILES,NSD2 HMT inh,SR-BI DiI-HDL act,CDK5 inh,Pemphigus Ab inh,dFosB act,Mot1-301 SUMO,SR-BI DiI inh,MITF act,PKA-R2B activ,Arr AP2 block,PKA-R1A activ
CCN1C(=O)C(=O)N(CC(=O)Nc2cc(C)ccc2C)C1=O,0,-6,-2.1,98,-8,-6,6,9,-9,-11,-14
O=Cc1sc(=O)n(Cc2cccc(C(=O)O)c2)c1Cl,10,15,0.2,102,12,-5,-15,-9,1,-10,-5
Cc1nc(SCC(=O)c2ccc(F)c(F)c2)[nH]c(=O)c1Oc1ccc(F)cc1,-3,38,1.9,106,-1,-16,-38,0,-1,32,-11
CS(=O)(=O)N(CCc1ccccc1)CC(=O)Nc1ccc2c(c1)OCO2,1,13,-0.9,104,7,-6,-13,-4,2,22,-6
O=C(c1cccc(COCC(F)(F)C(F)F)c1)N1CCN(c2ccccc2)CC1,-8,18,-2.7,100,-11,-16,-18,3,-2,-9,-11
Cc1cc(NS(=O)(=O)c2ccc(NC(=S)NCc3ccccc3)cc2)no1,0,24,-0.6,96,2,-5,-24,-1,-11,-1,-7
Cn1nc(C(C)(C)C)cc1C(=O)NNC(=O)c1ccccc1Cl,-3,-17,0.3,112,-13,-13,17,11,5,33,0
CCOc1ccc(C2C(C#N)=C(N)N3C(=C2C#N)Sc2ccccc23)cc1 (configuration not stated),/,-11,-0.5,96,-4,1,11,58,-10,6,-8
CCOC(=O)c1ccc(NC(=S)NCC(O)c2ccccc2)cc1 (configuration not stated),1,9,-0.6,128,-11,675,-9,12,-8,2,-1
Cc1cnc(C(=O)OCC(=O)Nc2cccc(S(=O)(=O)N3CCOCC3)c2)cn1,0,1,0.4,86,3,-21,-1,3,5,4,3
COC(=O)Cn1c(=NC(=O)CN2C(=O)CCC2=O)sc2cc(S(N)(=O)=O)ccc21,0,18,0.5,120,-1,-4,-18,2,-4,7,8
C=CCN(CC=C)CCOc1cc(C)ccc1[N+](=O)[O-],3,-2,1.0,110,-3,1,2,1,4,0,-12
CCC(C)[C@H](NC(=O)N1CC(=O)Nc2ccccc21)C(=O)Nc1ccccc1C (some centres not stated),5,5,-0.5,92,-1,-24,-5,-28,-5,3,2
CCCN(C(=O)C(=O)Nc1ccc2nc3n(c(=O)c2c1)CCCCC3)c1ccc(OCC)cc1,0,-32,0.1,85,-15,-25,32,0,-1,38,-2
COc1ccc(C(=O)CC(=O)C(=O)Nc2cc(Cl)c(OC)cc2OC)cc1,16,/,-0.5,93,-16,-7,/,-12,0,3,2
CC1CN/C(=C\C(=O)c2ccc(Br)cc2)C(=O)N1 (configuration not stated),39,4,-0.2,110,0,-11,-4,3,-9,-1,2
N#Cc1ccc2[nH]c(CO)c(-c3ccccc3)c2c1,/,-29,-0.8,100,-1,+,29,/,-15,39,-11
O=C1CCc2ccc(NC(=O)C3CC3)cc2N1,-1,-3,-1.3,101,-1,/,3,-1,-19,-6,-3
Cc1cccc(NS(=O)(=O)c2cnc(Cl)c(Br)c2)n1,-2,2,-3.3,109,-9,12,-2,-14,-18,-8,-7
CCSC(=S)c1c(C)[nH]n(-c2ccccc2)c1=O,1,13,-2.5,98,2,-1,-13,/,-2,7,13
CCOC(=O)N1CCN(S(=O)(=O)c2c(C)nc3sccn3c2=O)CC1,-3,11,-0.8,108,-1,-4,-11,1,-4,15,5
O=C(Nc1ncccc1O)c1ccc(NS(=O)(=O)c2ccc3[nH]c(=O)[nH]c3c2)cc1,1,-4,0.2,98,-5,/,4,28,6,2,-4
CCN(CC)C(=O)C1CCCN(Cc2cccc(F)c2)C1 (configuration not stated),-1,0,1.7,81,-1,47,0,/,1,13,0
COc1ccc(S(=O)(=O)CCc2nnc(NC(C)=O)s2)cc1,1,27,0.8,89,-6,487,-27,10,-6,-10,-3
CCc1ccc(OCC(=O)OCC(=O)NC2CCCC(C)C2C)cc1 (configuration not stated),-1,22,0.4,94,-3,-12,-22,9,-2,-10,9
CC(=O)CSc1ccc(S(=O)(=O)N2CCN(C)CC2)cn1,-3,25,-2.7,103,2,-8,-25,9,-2,-8,-7
CCSc1nnc(NC(=O)NC(CC)(C(F)(F)F)C(F)(F)F)s1,1,-6,1.3,103,-9,0,6,-11,-5,4,-18
Cc1cc(=O)oc2c1c(C)nn2-c1ccc(Br)cc1,0,-29,0.8,101,0,9,29,-26,2,18,-3
O=C1CC(c2ccccc2)=NN1c1ccccc1,5,4,-1.2,88,-15,/,-4,14,-1,-9,5
Cc1cc(=O)oc2cc(OCC(=O)N3CCN(c4ccccc4)CC3)ccc12,0,/,-0.2,20,-11,-2,-22,10,0,-17,-8
COc1ccc(CN2CCN(c3cc(C)nc4c5c(C)cc(C)nc5nn34)CC2)cc1F,0,-12,-0.3,/,2,24,12,/,-15,0,-6
O=[N+]([O-])c1ccccc1O[C@@H]1O[C@H](CO)[C@H](O)[C@H](O)[C@H]1O,0,7,0.3,114,3,-12,-7,/,-1,2,1
COC(=O)c1ccccc1S(=O)(=O)NNC(=O)c1nn(C)c(=O)c2ccccc12,6,5,-0.6,120,0,7,-5,-15,-6,5,-3
Cn1cc(CNC(=O)C2c3ccccc3Oc3ccccc32)cn1,-4,/,0.6,101,-1,43,/,2,-5,-6,-11
Cc1cc(N)n(-c2ccc(Cl)cc2)n1,6,-3,-0.4,97,7,-13,3,-14,-10,-1,-5
CCOC(=O)c1c(CSc2ccccc2)n(C)c2ccc(O)c(CN3CCOCC3)c12,/,7,2.0,95,-6,3,-7,/,-3,3,4
CCc1cccc(NC(=O)c2snc3c(=O)[nH]cnc23)c1,2,-1,0.4,98,1,-7,1,27,4,-4,-11
O=C(CCNS(=O)(=O)c1ccc2[nH]c(=O)oc2c1)NCc1ccc(F)cc1,1,/,-0.4,104,-1,16,-9,-6,-5,-25,-3
O=C(NC1CCCCC1)c1ccc(CNc2ccccc2)o1,-2,-1,-1.1,105,6,14,1,-1,-8,-1,-7
CC(=O)Nc1ccc(OCc2ccc3c(c2)OCO3)cc1,-2,-26,3.5,100,-5,15,26,65,5,23,-4
CCCCN1CC(CO)Oc2cccc(F)c2S1(=O)=O (configuration not stated),/,11,0.4,97,-1,/,-11,0,2,-6,-9
N/C(Cc1cccs1)=N\OC(=O)COc1ccc(Br)cc1,-4,-4,0.0,100,11,15,4,21,-2,0,-4
CCN(CC)c1ccc(C(=O)OCC(=O)Nc2cc3oc4ccccc4c3cc2OC)cc1,-3,-71,-1.7,93,-1,-17,?,-2,-3,37,-3
COCCn1c(SCC(=O)Nc2nc(C)cs2)nnc1C(C)C,9,/,0.2,97,-1,11,/,-2,1,21,-5
CN1C(C(=O)NCc2ccccc2)CC2Cn3c(nc4ccccc43)C21 (configuration not stated),/,4,0.7,140,-2,-3,-4,9,-6,30,-2
O=S(=O)(N1CCOCC1)n1nnc2ccccc21,-4,13,-1.2,95,-6,14,-13,7,-5,-2,-9
N#CCCN(Cc1ccncc1)C(=S)NC1CC2C=CC1C2 (configuration not stated),-2,20,-0.4,89,-11,-8,-20,/,/,-20,/
O=C(CSc1nc2ccsc2c(=O)n1Cc1ccc(C(=O)O)cc1)NCC1CCCO1 (configuration not stated),-3,12,-0.1,124,-3,2,-12,-4,-4,8,-5
Cc1cccc(N2N=C(C(=O)Nc3nc(C)cs3)CCC2=O)c1,-3,-9,1.5,103,1,-2,9,-9,-8,-11,-5
Cc1cccc(-n2c(O)c(C=Nc3ccc4c(c3)OCO4)c3ccccc3c2=O)n1,-2,3,-0.8,102,-9,434,-3,/,-2,4,-2
COc1ccc(NS(=O)(=O)c2cccc(C(=O)N/N=C/c3cn(-c4ccccc4)nc3-c3ccccc3)c2)cc1,1,-96,-7.5,76,?,15,96*,14,-9,6,8
Cc1nnc(NC(=O)CSc2nnc(-c3ccco3)n2C(C)C)s1,0,/,-0.5,/,2,9,/,4,-5,7,-1
COc1ccccc1-c1nnc(SCC(=O)N2CCCC2)o1,-6,/,0.4,89,-3,58,/,-6,1,1,6
COc1ccccc1CN1C[C@@H]2C[C@@H](c3cccc(C)c3)N3CCC[C@@]23C1=O,-3,-18,-0.5,127,-3,-4,18,-9,/,3,/
CCC(Oc1ccccc1)C(=O)NC1CCCCCC1 (configuration not stated),-1,-5,0.1,/,3,5,5,-12,-5,-24,-6
CCOc1ccccc1N(CC(=O)Nc1ccc(S(=O)(=O)N2CCOCC2)cc1)S(=O)(=O)c1ccc(Cl)cc1,-2,2,3.0,97,-24,0,-2,12,-6,7,-10
COc1ccc(CCc2nnc(NS(C)(=O)=O)s2)cc1,2,9,2.1,116,-2,-10,-9,/,9,33,7
CC(C)CC(=O)OC1C(N2CCOCC2)c2c(ccc(/C=C/C(=O)N3CCOCC3)c2O)OC1(C)C (configuration not stated),-2,3&11,-2.7,126,-10,353,-3&-11,12,0,6,6
Fc1ccccc1/C=N/n1c(-c2cccnc2)n[nH]c1=S,0,24,0.4,104,-2,67,-24,-7,2,16,-1
CCOC(=O)C1CCN(S(=O)(=O)c2ccc3c(c2)CCN3C(=O)C2CCC2)CC1,-1,12,-1.3,97,-5,7,-12,-13,2,-4,-6

# Next section.
SMILES,NSD2 HMT inh,SR-BI DiI-HDL act,CDK5 inh,Pemphigus Ab inh,dFosB act,Mot1-301 SUMO,SR-BI DiI inh,MITF act,PKA-R2B activ,Arr AP2 block,PKA-R1A activ
CCOCCOC(=O)COc1ccc2c(-c3ccccc3)cc(=O)oc2c1,-2,14,-7.1,102,-17,262,-14,-6,-18,-8,0
O=C(Nc1ccnn1C1CCN(Cc2ccccn2)CC1)c1cccc(F)c1,-4,4,1.8,101,-9,0,-4,-7,1,1,3
O=C(Cn1ncc2c3ccccc3n(Cc3ccccc3F)c2c1=O)N1CCN(c2ccccn2)CC1,/,-34,-1.2,107,-12,-3,34,/,6,3,-8
COC(=O)C(C(=O)Nc1ccccc1C)C1CCCCCC1 (configuration not stated),-1,14,-3.2,102,-6,0,-14,12,/,-4,/
